FN deposit inh: fibronectin deposition inhibition | AH1F fibroblasts, Alexa488-fibronectin deposition fluorescence, overnight | inhibition, % at 12.6 µM | 350,000 tested, 0.086% active | AID 743247;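 active = mean inhibition across replicates of 30% or more, regardless of how many single replicates reach that level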;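 also: positive control wells lacked labelled fibronectin entirely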
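test system = AH1F fibroblasts assembling fluorescent fibronectin matrix | quantity = 10000 AH1F cells per well | buffer or medium = DMEM plus 2% serum, read in PBS | doses = single dose, pinned | incubation = 1 h cell attachment, overnight exposure to compound and label | detection = fluorescence at 485 nm excitation, 525 nm emission | read-out basis = inhibition from reduced deposited-fibronectin fluorescence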
CASP6 VEID inh: blocks human caspase-6 cleavage activity; P55212; purified caspase-6, Z-VEID-R110 cleavage fluorescence; inhibition, % at 12.5 µM; 350,000 tested, 0.53% active; AID 686996;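 active = mean inhibition across replicates at least about 35%, with every replicate also reaching that limit, limit read from the data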;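 also: 0% = median of neutral control wells and 100% = no fluorescence left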
Target sequence (P55212 24-179 limits assumed): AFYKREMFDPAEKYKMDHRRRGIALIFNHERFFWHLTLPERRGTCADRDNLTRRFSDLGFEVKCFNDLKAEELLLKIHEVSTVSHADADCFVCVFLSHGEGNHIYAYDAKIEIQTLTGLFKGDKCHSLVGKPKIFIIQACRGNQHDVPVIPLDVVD
Target sequence (P55212 194-293 limits assumed): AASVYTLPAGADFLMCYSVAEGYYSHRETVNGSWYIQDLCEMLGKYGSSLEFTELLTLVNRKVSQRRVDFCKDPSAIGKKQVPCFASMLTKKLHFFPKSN
EWS-Fli inh: blocks EWS/Fli oncoprotein-driven transcription; inhibition, % at 12.6 µM; A673 NR0B1-luciferase reporter, viability-normalised; 350,000 tested, 0.67% active;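 active = mean inhibition of at least 50% after viability correction, with every replicate also passing that limit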;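 also: firefly luciferase signal divided by Alamar Blue viability fluorescence both relative to DMSO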
Cneo AK release: Cryptococcus neoformans lysis via adenylate kinase release; C. neoformans lysis, adenylate kinase release luminescence, 4 h; normalised: neutral wells 0, clomiphene wells 100; lysis activity, % at 15 µM; 360,000 tested, 0.2% active; AID 651654;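 active = mean lysis activity across replicates of at least 80%, whatever share of replicates individually reach that level; inactive = mean lysis activity below 80%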
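Material – log-phase Cryptococcus neoformans yeast cells · Input – 5 × 10^6 yeast cells/mL · Medium – fresh YPD growth medium · Doses – single compound concentration per well · Timing – static 4 h at 37 °C with compound, 1 h detection · Detection – adenylate kinase release luminescence · Read-out – signal increase indicating cell lysis · Control set – Clomiphene as positive lysis control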
miR-122 sensor: blocks miR-122 activity in Huh7 sensor cells; activation (reporter increase), % at 12.5 µM; AID 602342; Huh7 miR-122 Renilla luciferase sensor, 48 h; neutral wells = 0, positive control = 100; 340,000 tested, 0.3% active;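 active = mean replicate activation score at least 90 and every replicate individually at or above 90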;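 also: higher luciferase means less miR-122 activity so hits act as miR-122 inhibitors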
PAX8 inh HTS: inhibitors of PAX8 transcriptional activity in RMG-I cells; inhibition, % at 12.6 µM; 360,000 tested, 1.2% active; RMG-I TPO-luciferase reporter, SteadyGlo, 24 h;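 active = mean replicate inhibition at least 60% with every replicate also reaching 60%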;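 also: luciferase light reporting Pax8 driven TPO promoter activity; plate controls were median of neutral control wells for no effect and mitoxantrone controls for full effect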
PGC1a acetyl inh: modulators of PGC1a acetylation; U2OS PGC1a acetylation, AlphaScreen anti-acetyl-lysine; with virally co-expressed GCN5 acetyltransferase; inhibition, % at 15.6 µM; 350,000 tested, 0.17% active; AID 651687;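 active = every replicate shows inhibition of at least 40%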;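 also: 0% = neutral control wells and 100% = positive control wells; some results beyond the cut were filed as inactive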
LGR2 inh: Drosophila LGR2 receptor signaling inhibition; inhibition, % at 9.99 µM; 380,000 tested, 0.35% active; HEK293 LGR2, CRE-luciferase, bursicon-stimulated, 4 h;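 active = drop in luminescence signal, shown as inhibition above about 50% in the replicate tests, limit read from the data, passing the limit was not always enough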;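 also: agonist challenge used bursicon conditioned medium at about half maximal strength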
The depositor's hits bear a star; . = no result given; [ ] = remark or other dose.

The line under a structure holds: FN deposit inh, CASP6 VEID inh, EWS-Fli inh, Cneo AK release, miR-122 sensor, PAX8 inh HTS, PGC1a acetyl inh, LGR2 inh
1. CCN(CC)CCN(Cc1cc2cc(C)c(C)cc2[nH]c1=O)C(=S)NCc1ccco1
    6, 3, 11, ., ., 10, ., 21
2. Cc1ccc2c(c1)N(C(=O)CCC(=O)NCCN1CCOCC1)CC(C)O2 (configuration not stated)
    -7, -1, -5, 0, -3, -21, -5, 1
3. COc1ccc(S(=O)(=O)n2nc(-c3ccc(Cl)cc3)cc2N)cc1
    2, 1, 23, -2, 38, 25, -2, 28
4. COc1ccc(CNC(=O)[C@H](C)NC(=O)C2CC(=O)N(c3ccc(OC)cc3)C2)cc1 (some centres not stated)
    3, 0, -3, -2, -1, -6, 0, 2
5. Cc1oc2cc(O)cc(C)c2c(=O)c1-c1cnn(-c2ccccc2)c1
    ., ., ., 1, -9, ., 0, -2
6. CN1CCN(c2ccc(Cl)cc2NC(=O)c2ccc(=O)n(C)n2)CC1
    -5, -5, 4, 0, -3, -6, 3, 5
7. CCOC(=O)c1oc2ccccc2c1NC(=O)c1cccc(OC)c1
    ., ., ., 1, 1, ., -55, -22
8. Cc1cccc(C)c1-n1nnnc1C(c1cccs1)N1CCN(C/C=C/c2ccccc2)CC1 (configuration not stated)
    0, 4, 11, 15, 5, 9, -8, 5
9. O=c1[nH]c(SCCOc2ccccc2F)nc2ccccc12
    -5, -4, -34, ., ., -128, 2, -22
10. C[C@@H]1CCCCO[C@H](CN(C)CC2CCCCC2)[C@@H](C)CN([C@H](C)CO)C(=O)c2cc(NS(C)(=O)=O)ccc2O1
    -18, 0, 0, 0, 1[16.7 µM], -7, 2, 1
11. O=C(CN1CCOCC1)N1CC2(C1)[C@@H](c1ccccc1)[C@H](CO)N2Cc1cccc(F)c1
    -4, 1, -3, ., ., ., ., 13
12. Cc1noc(NS(=O)(=O)c2ccc(NC(=O)C(CC(C)C)N3C(=O)c4ccccc4C3=O)cc2)c1C (configuration not stated)
    -4, -1, 2, ., ., 2, ., 9
13. c1ccc(CNc2nnnn2-c2ccccc2)cc1
    3, ., ., -1, 128*, 3, -9, .
14. CSc1ccccc1NC(=S)Nc1ccc(S(N)(=O)=O)cc1
    18, ., 7, ., ., -2, ., 10
15. COC(=O)c1ccccc1NC(=O)c1ccco1
    ., ., ., 0, -4, ., 11, -4
16. N#Cc1c(N2CCSCC2)nsc1-c1ccccc1Cl
    -1, 5, -40, -27, -11, -15, -2, -15
17. CC(Sc1nnc(C2CC2)n1C1CC1)C(=O)Nc1cccc(S(=O)(=O)N2CCOCC2)c1 (configuration not stated)
    -6, -4, 6, -1, 4, -8, -6, -13
18. N=C1/C(=C\c2ccc(OC(=O)c3ccccc3Cl)cc2)C(=O)N=C2SC(N3CCOCC3)=NN12
    -8, 8, ., -2, ., -29, ., -7
19. CS(=O)(=O)N1CC(=O)N2[C@H](CO)[C@@H](c3ccc(C#Cc4ccccc4)cc3)[C@@H]2C1
    ., -1, -8, ., ., 7, 10, 10
20. COC(=O)c1ccc(NC(=O)c2cc(-c3ccncc3)nc3ccccc23)cc1
    ., -6, -3, -2, ., 4, ., -11
21. CCOC(=O)C1=C[C@@H](C(C)(C)C)N(S(=O)(=O)c2ccc(C)cc2)[C@H]1c1ccc(C#N)cc1
    -2, 2, -7, 1, -7, 17, -21, 23
22. COc1cccc(CN(C(=O)CN2C(=O)c3ccccc3S2(=O)=O)C(C(=O)NCC2CCCO2)c2ccco2)c1 (configuration not stated)
    5, 3, -2, -1, 4, -8, -3, 32
23. CCC(C)CN1C(=O)CN(S(C)(=O)=O)CC1(C)C(=O)NC(C)C (configuration not stated)
    0, -3, -1, ., ., -7, ., 5
24. CC1C=NC(S(=O)(=O)N2CC[C@H]3[C@@H](CO)N(C)c4ccc(-c5ccccc5)cc4[C@H]32)=N1 (some centres not stated)
    8, -1, -5, 6, -6[16.7 µM], -11, 5, -4
25. Cc1c(Cl)cccc1NC(=S)N1CCCN(Cc2ccc(F)cc2)C1
    -7, -4, -19, 2, -6, -17, 2, 2
26. COC(CNC(=O)CCc1c(C)nc2c(c(C)nn2-c2ccc(C)cc2)c1C)OC
    9, 0, 6, -1, -1, 13, 0, -12
27. CCCNC(=O)C[C@@H]1CC[C@H]2[C@@H](COC[C@H](O)CN2Cc2ccc(Cl)c(Cl)c2)O1
    -5, -1, -12, 2, -3[16.7 µM], 0, -7, 1
28. CCCc1cn(CC[C@@H]2CC[C@H](NC(=O)C3CC3)[C@@H](CO)O2)nn1
    -2, 3, -8, 45, ., -23, 5, -13
29. O=C(NNC(=S)Nc1ccc(F)cc1)c1cccc([N+](=O)[O-])c1
    -2, -2, -4, 1, -3, 0, -2, -14
30. C[C@H](CO)N1C[C@H](C)[C@H](CN(C)C(=O)CN(C)C)Oc2cc(C3=CCCC3)ccc2S1(=O)=O
    ., -9, -7, 1, -1[16.7 µM], ., 7, 4
31. Cc1ccc(C)c(-n2c(CNC(=O)c3ccco3)nnc2SCC(=O)Nc2nnc(C)s2)c1
    -6, 0, 0, 0, -4, -2, -15, 14
32. CCCCSc1nc(C)c(CC(=O)OC)c(=O)[nH]1
    2, ., ., -1, 1, ., -4, .
33. Cc1ccc(S(=O)(=O)NCCOc2nc(N(C)C)nc(N3CCOCC3)n2)cc1
    -11, ., ., -4, -2, 11, -14, .
34. CCn1cnc2cc([N+](=O)[O-])ccc21
    ., 3, -3, 0, -1, 0, 3, 11
35. Cn1c2ccccc2c(=O)c2cc(NCCCN3CCOCC3)ccc21
    16, -5, -180, 0, -8, -418, 13, -95
36. CCNC(=O)C[C@H]1CC[C@@H]2[C@H](COC[C@H](O)CN2C(=O)C2CC2)O1
    -2, -1, 22, 1, -4[16.7 µM], 9, -6, -4
37. Cc1cc(C)c(S(=O)(=O)Oc2ccccc2[N+](=O)[O-])c(C)c1
    20, -2, 15, -1, 18, 22, ., 17
38. O=C(NCCCCCCNC(=O)c1cccs1)c1cccs1
    0, 1, -10, ., ., -5, 1, 15
39. Cc1ccc(S(=O)(=O)NCC(=O)NCc2cc(=O)n(C)c(=O)n2C)cc1C
    0, -38, -1, 4, -3, -3, -14, 4
40. O=C(Nc1ccccc1Sc1ccccc1)c1ccccc1F
    -6, -2, ., -7, 1, -31, 10, -21

2 entries picked at random from those above:
The line under a structure holds: FN deposit inh, CASP6 VEID inh, EWS-Fli inh, Cneo AK release, miR-122 sensor, PAX8 inh HTS, PGC1a acetyl inh, LGR2 inh
40. O=C(Nc1ccccc1Sc1ccccc1)c1ccccc1F
    -6, -2, ., -7, 1, -31, 10, -21
39. Cc1ccc(S(=O)(=O)NCC(=O)NCc2cc(=O)n(C)c(=O)n2C)cc1C
    0, -38, -1, 4, -3, -3, -14, 4

(more compounds)
The line under a structure holds: FN deposit inh, CASP6 VEID inh, EWS-Fli inh, Cneo AK release, miR-122 sensor, PAX8 inh HTS, PGC1a acetyl inh, LGR2 inh
41. COc1ccc(NC(=O)N[C@H]2CC[C@H](CCn3cc(-c4ccc(F)cc4)nn3)O[C@@H]2CO)cc1
    -1, 3, -8, 0, ., 7, 3, 16
42. O=C(CCN1C(=O)c2ccccc2S1(=O)=O)N1CCN(c2ccc(F)cc2)CC1
    -2, 0, 2, ., -3, -2, -7, -10
43. C[C@H](CO)N1C[C@H](C)[C@H](CN(C)S(=O)(=O)c2cn(C)cn2)Oc2ccc(NC(=O)Nc3ccccc3)cc2CC1=O
    ., 2, -3, 2, 0[16.7 µM], -16, 0, -8
44. CC1=NNC(=O)C1Cc1ccccc1C (configuration not stated)
    4, 1, -1, 0, -2, -11, 0, 8
45. COc1cc(C2C(C(=O)c3ccco3)=C(O)C(=O)N2CC2CCCO2)ccc1O (configuration not stated)
    -14, 1, -5, -1, -1, -14, -2, 1
46. O=C(NCC1CCCO1)c1ccc2c(c1)N(Cc1ccccc1)C(=O)CS2=O (configuration not stated)
    -4, 2, -2, -4, -1, 11, 8, -4
47. O=C1OCC2=C1C(c1ccc3c(c1)OCO3)Sc1ccccc1N2 (configuration not stated)
    -16, ., ., 0, 2, ., -15, .
48. O=C(O)c1sccc1SCc1ccc(Cl)cc1Cl
    0, ., ., -2, 2, 1, 5, .
49. CC1(C)Cc2c(c(-c3ccco3)[nH]c(=O)c2C#N)CS1
    1, ., ., -2, -4, -4, 9, .
50. CC1CCN(S(=O)(=O)c2cccc(C(=O)NNC(=O)c3ccco3)c2)CC1
    10, 1, 6, 2, 3, -7, -28, -4
51. C[C@@H]1CN([C@H](C)CO)C(=O)c2cc(NS(C)(=O)=O)ccc2O[C@H]1CN(C)S(=O)(=O)c1ccccc1
    ., ., -2, ., 2[16.7 µM], ., 2, -16
52. COc1ccc(NS(=O)(=O)c2cnc[nH]2)cc1
    -7, -1, -25, ., ., -4, 0, 18
53. CCOc1ccc(S(=O)(=O)N(C)c2ccc(OCC(=O)N3CCOCC3)cc2)cc1
    7, ., ., 4, -5, 3, -12, .
54. COc1ccc(NC(=O)N2CCCCN3[C@H](CO)[C@H](c4ccc(C5=CCCC5)cc4)[C@@H]3C2)cc1
    ., -1, 8, -2, 15[16.7 µM], -1, -6, .
55. C[C@@H]1CN([C@H](C)CO)C(=O)c2cc(NC(=O)CCC(F)(F)F)ccc2O[C@@H](C)CCCCO[C@@H]1CN(C)C
    ., 3, -5, 0, -4[16.7 µM], -14, 23, 1
56. CCC(=O)Nc1ccc2c(c1)C(=O)N(C)C[C@@H](OC)[C@@H](C)CN(Cc1ccncc1)[C@@H](C)CO2
    -5, ., 4, -1, ., 1, 7, 1
57. CC(=O)c1ccc(S(=O)(=O)NCCC(=O)NC(C)c2ccncc2)cc1 (configuration not stated)
    1, 5, -3, 0, 0, -10, 16, 3
58. CCOc1ccc(S(=O)(=O)N2CCN(c3ccc(C)cc3C)CC2)cc1
    -6, -1, 4, -1, ., 3, ., 5
59. C[C@@H]1CN([C@H](C)CO)C(=O)c2cc(NS(=O)(=O)c3ccccc3)ccc2O[C@@H](C)CCCCO[C@H]1CN(C)C(=O)Nc1ccccc1
    3, -3, -4, 2, -11[16.7 µM], 6, -14, 24
60. C[C@@H]1CN([C@H](C)CO)C(=O)Cc2cc(NS(=O)(=O)c3cccs3)ccc2O[C@H]1CN(C)Cc1ccc(Oc2ccccc2)cc1
    ., -1, 4, -4, -2[16.7 µM], -5, -12, 4
61. CC(C)NC(=O)N[C@@H]1CC[C@@H](CC(=O)NC2Cc3ccccc3C2)O[C@@H]1CO
    -9, 5, 3, -1, -11[16.7 µM], -11, 10, 8
62. CCN(CC)c1ccc(C(=O)OCC(=O)Nc2cc(C)on2)cc1
    -4, 2, -1, -1, -3, -5, -8, -17

Source: PubChem (Broad Institute)
